Source: PubChem
p-CIP stab down: lowers stability of the mouse p/CIP coactivator protein; decrease of EGFP signal, % at 10 µM; F442A p/CIP-EGFP cells, EGFP fluorescence, 16 h; Q05BA5; 290,000 tested, 0.01% active;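 active = EGFP signal decrease of at least 30% at 10 µM or well 3 SD below plate mean, unless failing retest; inactive = the rest, including hits failing retest or dose response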; also: some compounds called inactive have numbers as strong as hits; many of its hits are not listed in these tables
MEKK3 PB1 HTS: raises or lowers MEK5 binding to the human MEKK3 PB1 domain; AID 1529; bead-based flow cytometry, Alexa488-MEK5 binding to MEKK3; actives lie on both sides; 0 = blocked by unlabeled MEK5, 100 = vehicle; 290,000 tested, 1.4% active; binding response (% of control), % at 10 µM; Q99759;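 active = binding response more than 3 SD above or below the average of its plate-row segment, actives on both sides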;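 also: Alexa488 bead fluorescence after subtracting the streptavidin-only scavenger bead signal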
Target sequence (Q99759 whole entry, looked up, the tested form may be a part): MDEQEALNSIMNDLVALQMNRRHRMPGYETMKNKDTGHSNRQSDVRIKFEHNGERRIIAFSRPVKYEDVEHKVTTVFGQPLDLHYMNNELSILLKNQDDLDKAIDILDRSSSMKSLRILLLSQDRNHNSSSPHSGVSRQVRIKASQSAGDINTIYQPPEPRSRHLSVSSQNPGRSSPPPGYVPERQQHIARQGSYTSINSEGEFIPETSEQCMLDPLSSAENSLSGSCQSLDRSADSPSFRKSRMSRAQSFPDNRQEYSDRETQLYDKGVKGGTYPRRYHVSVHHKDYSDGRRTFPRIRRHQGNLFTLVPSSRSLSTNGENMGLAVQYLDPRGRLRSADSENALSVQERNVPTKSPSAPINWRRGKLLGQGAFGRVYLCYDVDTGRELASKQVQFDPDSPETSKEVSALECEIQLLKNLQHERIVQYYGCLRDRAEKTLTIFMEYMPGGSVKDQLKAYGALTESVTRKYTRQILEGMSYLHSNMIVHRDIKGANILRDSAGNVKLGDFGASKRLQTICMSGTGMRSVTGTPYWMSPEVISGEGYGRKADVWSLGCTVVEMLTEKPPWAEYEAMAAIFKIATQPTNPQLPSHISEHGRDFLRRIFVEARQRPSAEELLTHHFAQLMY
PHOSPHO1 inh: PHOSPHO1 (human) inhibition; recombinant PHOSPHO1, absorbance phosphatase assay; 290,000 tested, 1.1% active; AID 1565; inhibition, % at 13.3 µM; in the data active = inhibition above about 60%
Target sequence (Q8TCT1 whole entry, looked up): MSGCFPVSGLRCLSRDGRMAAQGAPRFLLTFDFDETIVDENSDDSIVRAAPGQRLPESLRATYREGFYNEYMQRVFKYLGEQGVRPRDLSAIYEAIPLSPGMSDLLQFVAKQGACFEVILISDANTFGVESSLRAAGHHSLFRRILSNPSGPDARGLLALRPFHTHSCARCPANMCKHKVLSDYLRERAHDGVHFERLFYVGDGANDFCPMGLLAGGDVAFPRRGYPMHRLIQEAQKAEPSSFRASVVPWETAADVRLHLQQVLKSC
The depositor's hits bear a star; [ ] = dose if it differs, or a comment.

For O=C1NC(=S)N/C1=C/c1ccc(-c2c(Br)cc([N+](=O)[O-])cc2Br)o1 the results were p-CIP stab down -9 and PHOSPHO1 inh 10.
Screening Cc1nc2c3c(-c4ccccc4)c(-c4ccccc4)oc3ncn2n1 returned p-CIP stab down 1 and PHOSPHO1 inh 18.
Screening Cc1ccn2cc(-c3ccc(S(=O)(=O)N4CCOCC4)cc3)nc2c1 returned p-CIP stab down -6 and PHOSPHO1 inh 17.
Screening CCc1ccc(C2NC(C(=O)O)CS2)cc1 (stereo unspecified) returned p-CIP stab down -4 and PHOSPHO1 inh 21.
COc1cc(C2c3c(oc4ccc(C)cc4c3=O)C(=O)N2c2cc(C)ccn2)cc(OC)c1OC (stereo unspecified) was read as p-CIP stab down -3 and PHOSPHO1 inh 1.
Screening CN(C)CCN(C)Cc1ccc2c(c1)Cc1ccccc1-2 returned p-CIP stab down -10 and PHOSPHO1 inh 7.
`Cc1ccc2nc3c(cc(C(=O)NCc4cccnc4)c(=N)n3C(C)C)c(=O)n2c1` gave p-CIP stab down 2 and PHOSPHO1 inh 1.
For Cc1ccc(S(=O)(=O)C(C#N)c2nc3ccccc3nc2N2CCCCC2)cc1 (stereo unspecified) the results were p-CIP stab down -1 and PHOSPHO1 inh 93*.
For N#C[C@H]1[C@H](c2ccccc2)[C@](C#N)(C(=O)c2ccccc2)[C@@H]2C=Cc3ccccc3N21 the results were p-CIP stab down 3 and PHOSPHO1 inh -39.
COc1ccc2c(c1)c(=O)oc1cc3oc(C)c(C)c3cc12 was read as p-CIP stab down 0 and PHOSPHO1 inh 0.
For CCc1cc2c(=O)c(-c3cscn3)coc2cc1OC the results were p-CIP stab down -2 and PHOSPHO1 inh 3.
`Cc1ccc(C)c2[nH]c(=O)c(CCNC(=O)C(C)C)cc12` gave p-CIP stab down 2 and PHOSPHO1 inh 10.
For Cc1n[nH]c(=S)c2nn(-c3ccccc3)c(C)c12 the results were p-CIP stab down -5 and PHOSPHO1 inh 16.
For Cc1cccc2cc(CN(Cc3ccco3)C(=O)N3CCCC3)c(=O)[nH]c12 the results were p-CIP stab down -8 and PHOSPHO1 inh 15.
Screening CCCn1nnnc1SCC(=O)NNC(=O)C1CCCCC1 returned p-CIP stab down -5 and PHOSPHO1 inh 40.
Screening CC(C)(C)C(=O)/C(C#N)=c1\s/c(=C\c2ccncc2)c(=O)n1CCCN1CCOCC1 returned p-CIP stab down 0 and PHOSPHO1 inh 1.
For CCN1CCN(c2ncnc3c2oc2nc(C(C)C)c4c(c23)CCC4)CC1 the results were p-CIP stab down 8 and PHOSPHO1 inh -16.
Screening CCc1nc(N2CCN(c3nc(C)cc(C)n3)CC2)c2oc3ccccc3c2n1 returned p-CIP stab down -6 and PHOSPHO1 inh -51.
For CCOC(=O)c1cn(-c2ccc(F)c(F)c2)c2c(F)c(F)c(F)c(F)c2c1=O the results were p-CIP stab down -6 and PHOSPHO1 inh -6.
Screening Cc1cccc(-n2c(N)cc(=O)nc2SCC(=O)Nc2nnc(CC(C)C)s2)c1 returned p-CIP stab down -8 and PHOSPHO1 inh 11.
Screening Cc1cccn2c(=O)c(C=Nc3c(C)n(C)n(-c4ccccc4)c3=O)c(N3CCCC3)nc12 returned p-CIP stab down 8 and PHOSPHO1 inh -47.
Screening CCOc1cc(NC(=O)C2CC2)c(OCC)cc1NC(=O)c1cccnc1 returned p-CIP stab down -7 and PHOSPHO1 inh -1.
Screening N#Cc1c(-c2ccccc2)cc(-c2ccco2)c(C#N)c1N returned p-CIP stab down 4 and PHOSPHO1 inh 5.
Screening CN1C(=O)COc2ccc(C(=O)c3oc4ccccc4c3-c3cnc4c(c3)COc3ccccc3-4)cc21 returned p-CIP stab down -9, MEKK3 PB1 HTS 99 and PHOSPHO1 inh -11.
For COc1cc2[nH]c(=S)nc(NC3CCCC3)c2cc1OC the results were p-CIP stab down -6, MEKK3 PB1 HTS 94 and PHOSPHO1 inh 3.
For CC(C)[C@@H]1NC(=O)c2cc([N+](=O)[O-])cc(I)c2NCCCC[C@@H](C(=O)NC(CC(=O)O)C(N)=O)NC(=O)[C@H](CO)NC1=O (stereo partly specified) the results were p-CIP stab down -8, MEKK3 PB1 HTS 91 and PHOSPHO1 inh -11.
`COc1ccc2c(c1)c1ncnc(N3CCN(Cc4ccc5c(c4)OCO5)CC3)c1n2C` gave p-CIP stab down 6, MEKK3 PB1 HTS 106 and PHOSPHO1 inh 26.
`CCOC(=O)COc1cccc2c(=O)n(CC(=O)NCCc3ccc(OC)c(OC)c3)ccc12` gave p-CIP stab down -8, MEKK3 PB1 HTS 112 and PHOSPHO1 inh -1.
`COc1ccc(-c2nnc3ccc(SCC(=O)Nc4cc(C)on4)nn23)cc1` gave p-CIP stab down 1, MEKK3 PB1 HTS 102 and PHOSPHO1 inh 1.
Screening C1CCN(c2nc(N3CCCC3)nc(N3CCNCC3)n2)C1 returned p-CIP stab down -9, MEKK3 PB1 HTS 102 and PHOSPHO1 inh 0.
Screening C[C@@H](C(=O)Nc1ccc2ccccc2c1)[C@H]1C[C@]1(C)[C@H](NP(=O)(c1ccccc1)c1ccccc1)c1ccccc1 returned p-CIP stab down -10, MEKK3 PB1 HTS 104 and PHOSPHO1 inh -11.
Screening Brc1cc2c(cc1/C=N/Nc1nc(N3CCCCC3)nc(N3CCCCC3)n1)OCO2 returned p-CIP stab down -4, MEKK3 PB1 HTS 104 and PHOSPHO1 inh -12.
COC(=O)c1ccc(/C=N/Nc2nc(-c3ccc(Cl)cc3Cl)cs2)cc1 was read as p-CIP stab down 5, MEKK3 PB1 HTS 90 and PHOSPHO1 inh 3.
Screening CCc1ccc(Nc2n[n+](C)c(-c3ccc(C(=O)O)cc3)s2)cc1 returned p-CIP stab down -12, MEKK3 PB1 HTS 107 and PHOSPHO1 inh 20.
For COc1ccc(C(CC(=O)N2CCN(c3ccccc3)CC2)c2c(OC)cc(OC)c3c(-c4ccccc4)cc(=O)oc23)cc1 (stereo unspecified) the results were p-CIP stab down 10, MEKK3 PB1 HTS 94 and PHOSPHO1 inh -10.
Screening Cn1c(=O)c2c(ncn2CCCNC2=CC(C)(C)CC(=O)C2)n(C)c1=O returned p-CIP stab down 11, MEKK3 PB1 HTS 95 and PHOSPHO1 inh -21.
Screening C#CCOCCOCCOCCNc1nc(N2CCN(C(=O)[C@H](CCC(=O)O)n3cc(C(N)CO)nn3)CC2)nc(N2CCN(C(=O)[C@H](CCC(=O)O)n3cc(C(N)CC(C)C)nn3)CC2)n1 (stereo partly specified) returned p-CIP stab down 0, MEKK3 PB1 HTS 77 and PHOSPHO1 inh 35.
`O=C(c1ccncc1)N1C2C=CC(C2)C1(C(F)(F)F)C(F)(F)F` (stereo unspecified) gave p-CIP stab down -3, MEKK3 PB1 HTS 79 and PHOSPHO1 inh -14.
Cc1cc(C(=O)CN2C(=O)NC3(CCCc4ccccc43)C2=O)c(C)n1Cc1ccco1 (stereo unspecified) was read as p-CIP stab down 10, MEKK3 PB1 HTS 92 and PHOSPHO1 inh 5.
O=C(Nc1ccc(Cl)cc1)/C(=C/c1ccc([N+](=O)[O-])cc1)c1nc2ccccc2s1 was read as p-CIP stab down -19, MEKK3 PB1 HTS 104 and PHOSPHO1 inh -20.
For O=C(O)c1cc(-c2ccncc2)nc2ccc(F)cc12 the results were p-CIP stab down -1, MEKK3 PB1 HTS 99 and PHOSPHO1 inh -2.
`COc1ccc2c(c1)C(=O)[C@@H](OC(=O)NCc1ccc3c(c1)OCO3)[C@H](c1ccc(OC)c(Br)c1)O2` gave p-CIP stab down -1, MEKK3 PB1 HTS 110 and PHOSPHO1 inh 1.
CCn1c2ccccc2c2cc(NC(=O)Nc3ccc([N+](=O)[O-])cc3C)ccc21 was read as p-CIP stab down 6, MEKK3 PB1 HTS 107 and PHOSPHO1 inh 10.
`Cn1c(=O)[nH]c(=O)c2c1nc(N1CCN(c3cccc(Cl)c3)CC1)n2CCCc1ccccc1` gave p-CIP stab down -4, MEKK3 PB1 HTS 99 and PHOSPHO1 inh 13.
Screening CCCn1cnc2c(c1=O)c1nc3ccccc3nc1n2CCC1=CCCCC1 returned p-CIP stab down -4, MEKK3 PB1 HTS 99 and PHOSPHO1 inh 24.
`CCOc1ccc(-c2nc(-c3ccc(OC)c(OC)c3)no2)cc1OCC` gave p-CIP stab down -5, MEKK3 PB1 HTS 105 and PHOSPHO1 inh 10.
Screening CCCNc1ncnc2c1cnn2-c1ccc(OC)cc1 returned p-CIP stab down 5, MEKK3 PB1 HTS 110 and PHOSPHO1 inh -3.
For CCc1nn2c(=O)cc(N3CCN(c4cc(C)nc5ccccc45)CC3)nc2s1 the results were p-CIP stab down -6, MEKK3 PB1 HTS 99 and PHOSPHO1 inh -34.
For CCN(CC)CCN1C(=O)C(=O)/C(=C(/O)c2cnn(-c3ccccc3)c2C)C1c1cccs1 (stereo unspecified) the results were p-CIP stab down 9, MEKK3 PB1 HTS 101 and PHOSPHO1 inh 15.
`CCOc1ccccc1CNC(=O)C1CCCN(c2nc3ccccc3o2)C1` (stereo unspecified) gave p-CIP stab down -10, MEKK3 PB1 HTS 68*[inhibitor] and PHOSPHO1 inh 3.
`COc1ccc(N(C)C(=S)Oc2ccc(C(=O)Nc3ccccc3)cc2)cc1` gave p-CIP stab down 10, MEKK3 PB1 HTS 98 and PHOSPHO1 inh 4.
For Cc1cccc(CSc2nc3ccncc3n2CC(=O)Nc2ccc(C)c(C)c2)c1 the results were p-CIP stab down 2, MEKK3 PB1 HTS 107 and PHOSPHO1 inh -21.
Screening O=C(O)CCc1cc(I)c(Oc2ccc(O)c(I)c2)c(I)c1 returned p-CIP stab down -9, MEKK3 PB1 HTS 106 and PHOSPHO1 inh 4.
For O=c1[nH]c2cc3c(cc2cc1C(c1nnnn1CC1CCCO1)N1CCCCCC1)OCO3 (stereo unspecified) the results were p-CIP stab down -18, MEKK3 PB1 HTS 109 and PHOSPHO1 inh 24.
Screening Cn1c(=O)c2c(nc(NCc3ccccc3)n2Cc2ccc(F)cc2)n(C)c1=O returned p-CIP stab down 5, MEKK3 PB1 HTS 98 and PHOSPHO1 inh 2.
Screening COc1ccc(C(C)N2CC34C=CC(O3)C(C(=O)OCC(C)C)C4C2=O)cc1 (stereo unspecified) returned p-CIP stab down -11, MEKK3 PB1 HTS 81 and PHOSPHO1 inh 2.
Screening O=S(=O)([O-])CCC[n+]1c(/C=C\Nc2ccccc2)oc2ccc(-c3ccccc3)cc21 returned p-CIP stab down -714, MEKK3 PB1 HTS 100 and PHOSPHO1 inh 1.
`COc1ccc(CN2C(=O)/C(=C/c3ccc(-c4ccc(Cl)c(C(=O)O)c4)o3)SC2=S)cc1` gave p-CIP stab down -33, MEKK3 PB1 HTS 97 and PHOSPHO1 inh 9.
`CCCCCCCCCCCCCCCC(=O)OC[C@H](COP(=O)([O-])OCC[N+](C)(C)C)OC(=O)CCCCCCCCCCCCCCC` gave p-CIP stab down 0, MEKK3 PB1 HTS 96 and PHOSPHO1 inh 6.
`Cc1[nH]c(=O)[nH]c1CN1CCCCC1` gave p-CIP stab down 2, MEKK3 PB1 HTS 107 and PHOSPHO1 inh -39.

Continued (5 carried over from the part before).
Screening COc1ccc(C(C)N2CC34C=CC(O3)C(C(=O)OCC(C)C)C4C2=O)cc1 (stereo unspecified) returned p-CIP stab down -11, MEKK3 PB1 HTS 81 and PHOSPHO1 inh 2.
Screening O=S(=O)([O-])CCC[n+]1c(/C=C\Nc2ccccc2)oc2ccc(-c3ccccc3)cc21 returned p-CIP stab down -714, MEKK3 PB1 HTS 100 and PHOSPHO1 inh 1.
`COc1ccc(CN2C(=O)/C(=C/c3ccc(-c4ccc(Cl)c(C(=O)O)c4)o3)SC2=S)cc1` gave p-CIP stab down -33, MEKK3 PB1 HTS 97 and PHOSPHO1 inh 9.
`CCCCCCCCCCCCCCCC(=O)OC[C@H](COP(=O)([O-])OCC[N+](C)(C)C)OC(=O)CCCCCCCCCCCCCCC` gave p-CIP stab down 0, MEKK3 PB1 HTS 96 and PHOSPHO1 inh 6.
`Cc1[nH]c(=O)[nH]c1CN1CCCCC1` gave p-CIP stab down 2, MEKK3 PB1 HTS 107 and PHOSPHO1 inh -39.
O=C(NCc1nc2ccccc2[nH]1)C1=C[C@@H](c2ccc3c(c2)OCO3)C[C@@H](OCc2ccc(CO)cc2)O1 was read as p-CIP stab down 0, MEKK3 PB1 HTS 92 and PHOSPHO1 inh 26.
`Cc1ccc(S(=O)(=O)Nc2ccc(-c3nc4cc(NS(=O)(=O)c5ccc(C)cc5)ccc4o3)cc2)cc1` gave p-CIP stab down 0, MEKK3 PB1 HTS 96 and PHOSPHO1 inh 26.
COc1ccc2cc(CN(CC3COCCO3)S(=O)(=O)c3c(C)cc(C)cc3C)c(=O)[nH]c2c1 (stereo unspecified) was read as p-CIP stab down 4, MEKK3 PB1 HTS 103 and PHOSPHO1 inh 15.
`COC(=O)c1cc(-c2ccccc2)sc1NC(=O)c1cc(C)on1` gave p-CIP stab down 6, MEKK3 PB1 HTS 96 and PHOSPHO1 inh 1.
`Cc1cc2c(n1-c1ccc(C(=O)O)cc1)CCCCC2` gave p-CIP stab down -4, MEKK3 PB1 HTS 106 and PHOSPHO1 inh -8.
Cc1nc2ccccc2c2c1C(=O)N(CCC1=CCCCC1)C2=O was read as p-CIP stab down -6, MEKK3 PB1 HTS 98 and PHOSPHO1 inh -1.
`CC1=C(C(=O)OCC2CCCO2)C(c2ccc(C)o2)C2=C(CC(c3ccc(N(C)C)cc3)CC2=O)N1` (stereo unspecified) gave p-CIP stab down -10, MEKK3 PB1 HTS 104 and PHOSPHO1 inh 0.
`COC(=O)c1ccccc1NC(=O)CSc1nnc(-c2ccc(C)cc2)o1` gave p-CIP stab down 3, MEKK3 PB1 HTS 95 and PHOSPHO1 inh 4.
`Cc1ccc(C)c(OCCCC(=O)Nc2ccc(N3CCOCC3)cc2)c1` gave p-CIP stab down 0, MEKK3 PB1 HTS 87 and PHOSPHO1 inh -14.

A portion of the library; count on the stated rates, not on these rows.
